Bioassay records deposited in PubChem by National Center for Advancing Translational Sciences (NCATS).
GRP78 ERSR act: inducers of ER stress response in human glioma cells. actives 0.02% (n = 420,000). U87-MG GRP78 promoter luciferase reporter, 16 h. Potency, µM, without a hit: top-dose activation, most hits filed as activators; further: potency means the concentration at half of the fitted maximal effect; series mostly up to about 76 µM; % of control where 0% means no effect; nearly all actives have a fitted effect of over 35% in size
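Stably transfected U87-MG glioma cells carrying a GRP78-based luciferase sensor; 16 h compound incubation. Luminescence end-point read 10 min after Bright-Glo addition at room temperature.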
D2 potentiator: positive allosteric modulators of human D2 dopamine receptor | P14416 | HEK293 T-REx D2, calcium flux, EC20 dopamine potentiation | potentiation, % at 10 µM | actives 0.34% (n = 340,000);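 active means potentiation over 3 SD above the plate norm, cut at about 30% in these data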; further: 0% is about no effect
Target sequence (P14416 whole entry, looked up): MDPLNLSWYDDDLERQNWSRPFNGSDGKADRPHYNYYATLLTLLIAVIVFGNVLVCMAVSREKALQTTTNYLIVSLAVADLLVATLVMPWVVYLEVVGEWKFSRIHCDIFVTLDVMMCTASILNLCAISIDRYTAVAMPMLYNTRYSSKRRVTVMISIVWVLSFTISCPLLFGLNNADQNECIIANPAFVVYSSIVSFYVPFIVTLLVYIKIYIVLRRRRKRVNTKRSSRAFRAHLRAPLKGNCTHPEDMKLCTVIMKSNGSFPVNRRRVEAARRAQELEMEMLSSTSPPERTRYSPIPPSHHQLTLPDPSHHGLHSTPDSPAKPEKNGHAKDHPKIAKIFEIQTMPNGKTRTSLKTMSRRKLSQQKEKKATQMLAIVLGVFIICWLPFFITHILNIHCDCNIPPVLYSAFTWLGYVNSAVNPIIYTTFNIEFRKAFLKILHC
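Tetracycline-induced HEK293 T-REx cells force-coupled to calcium signalling expressed D2; compounds were pin-added after a 10 s baseline, read kinetically 180 s, then an EC20 dopamine challenge followed with a further 180 s calcium read.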
RXFP1 antagonist: antagonists of human relaxin receptor RXFP1 | Q9HBX9 | HEK293-RXFP1, relaxin-stimulated cAMP HTRF, 30 min; stronger effect = lower value | activity change, negative = inhibition, % at 57.5 µM | actives 0.59% (n = 350,000) | AID 1259400;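 active means activity change of -60% or lower, but not beyond a set lower limit; inconclusive means change between -60% and -40%, or beyond the set limit; inactive means change above -40%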; further: on the % scale 0 is the no-effect control and ±100 the full control effect
D1 agonist: agonists of human D1 dopamine receptor. HEK293 T-REx D1 cells, calcium flux, agonist mode. activation, % at 2 µM. actives 1% (n = 360,000). AID 504660; in the data active means activation above about 30%; further: 0% is about no effect
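Agonism was scored from calcium flux recorded over 180 s (1 read/s) after pintool compound addition, following a 10-cycle baseline. Cells were inducible force-coupled HEK293 TREx D1, plated overnight at 30 C and loaded with no-wash calcium dye.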
Vif-APOBEC3F blk: blocks the Vif interaction with APOBEC3F | HeLa A3F-eYFP + Vif (tagged APOBEC3F with the HIV-1 protein that degrades it), YFP fluorescence increase | Potency, µM (series often up to 46.1 µM), inactives show at the top dose activity, negative = active | actives 0.2% (n = 390,000) | AID 602313; further: potency means the concentration at half of the fitted maximal effect; % of control where 0% means no effect; nearly all actives have a fitted effect of over 65% in size
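HeLa cells stably expressing A3F-eYFP plus Vif, plated and incubated overnight at 37 deg C, then exposed to compounds overnight at 37 deg C. Blocked degradation read as raised yellow fluorescence (Ex 488/Em 500-530).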
RXFP1 ag: activates the human relaxin receptor RXFP1 | Potency, µM (titrated, usually from 57.5 µM), for inactives: top-dose activation, usual class: activators | HEK293T-RXFP1 cAMP TR-FRET, 30 min; response scale: percent of porcine relaxin response, buffer zero | actives 0.3% (n = 370,000) | Q9HBX9 | AID 2676; further: potency means the concentration at half of the fitted maximal effect; on the % scale 0 is the no-effect control and ±100 the full control effect; nearly all actives have a fitted effect of over 60% in size; many of its hits are not listed in these tables
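Agonist response is measured as cAMP accumulation in an RXFP1-transfected HEK293T line under PDE4 inhibition. Values are scaled between buffer-only and 29 nM porcine relaxin, and EC50s come from standard Hill equation fits.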
Vif-A3G inh: inhibitors of Vif-APOBEC3G interaction; Q9HC16; HeLa A3G-eYFP + Vif (tagged APOBEC3G with the HIV-1 protein that degrades it), YFP fluorescence, overnight; Potency, µM (highest dose often 46.1 µM), for the others: top-dose activity, negative = active, actives largely listed as inhibitors; actives 0.076% (n = 410,000); AID 602310;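 further: potency means the concentration at half of the fitted maximal effect; on the % scale 0 is the no-effect control and ±100 the full control effect; nearly all actives have a fitted effect of over 60% in size; hits raise eYFP signal because A3G escapes Vif-driven loss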
Target sequence (Q9HC16 whole entry, looked up): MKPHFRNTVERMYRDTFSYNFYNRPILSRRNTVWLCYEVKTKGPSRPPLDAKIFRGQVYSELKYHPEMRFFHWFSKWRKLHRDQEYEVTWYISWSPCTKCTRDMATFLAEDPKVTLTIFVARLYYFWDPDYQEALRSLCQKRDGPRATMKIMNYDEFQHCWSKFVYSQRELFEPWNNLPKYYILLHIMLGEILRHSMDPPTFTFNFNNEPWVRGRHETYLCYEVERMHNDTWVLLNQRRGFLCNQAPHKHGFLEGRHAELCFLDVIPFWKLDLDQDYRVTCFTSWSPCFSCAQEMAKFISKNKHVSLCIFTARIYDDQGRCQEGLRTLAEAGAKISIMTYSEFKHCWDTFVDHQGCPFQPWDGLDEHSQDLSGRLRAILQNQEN
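HeLa cells stably expressing Vif and C-terminally eYFP-tagged A3G, seeded overnight at 37 deg C, then exposed to compound by pintool overnight at 37 deg C. Rise in yellow fluorescence (Ex 488/Em 500-530, Acumen) marks blocked Vif-driven A3G degradation.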
D1 antag: blocks dopamine activation of the human D1 receptor. P21728. HEK293 TREx D1 cells, calcium flux, dopamine EC80; stronger effect = lower value. activity change, negative = inhibition, % at 10 µM. actives 3.2% (n = 360,000). AID 504652; in the data active means activity change below about -30%; further: on the % scale 0 is the no-effect control and ±100 the full control effect
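Tetracycline-induced HEK293 T-REx cells with force-coupled D1 receptor were loaded with a no-wash calcium dye. Compound was added after a 10 s baseline and read kinetically for 180 s; EC80 dopamine was then added and calcium flux followed another 180 s.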
D1 potentiator: human D1 dopamine receptor positive modulation | P21728 | HEK293 TREx D1 cells, calcium flux, dopamine EC20 potentiation | potentiation, % at 10 µM | actives 0.036% (n = 360,000) | AID 504651; in the data active means potentiation above about 30%; further: 0% is about no effect
An asterisk follows results filed as active; ? = inconclusive; · = not tested or not shown; & = joins results of further samples. Unless noted, the call rests on the fitted dose curve; in most records, active means well fitted curve in the direction sought with a large enough effect; inconclusive means small, poorly fitted or top-dose-only effect, or another doubt; inactive means no such curve, though single readings can be large; an effect the other way counts as inactive or inconclusive. This is a subset; the hit share may differ from the screen's.

SMILES	GRP78 ERSR act	D2 potentiator	RXFP1 antagonist	D1 agonist	Vif-APOBEC3F blk	RXFP1 ag	Vif-A3G inh	D1 antag	D1 potentiator
Nn1c(SCC(=O)Nc2nccs2)nnc1-c1cccnc1	1.0%	5.7	-7.4	0.9	-8.7%	0.4%	0.8%	5.6	0.8
O=C(CN1CC[C@@]2(O)CCCC[C@H]2[C@@H]1c1ccc(F)cc1)NCc1ccco1	-5.4%	-6.1	2.2	0.6	-18.2%	-1.3%	-1.5%	-8.3	-6.3
CCN(Cc1ccccc1)C(=O)Cc1c[nH]c2ccccc12	-0.8%	·	4.2	6.4	-8.2%	2.2%	0.5%	-1.6	9.8
CC1=C(NCCc2ccccc2)CCC1=O	-6.0%	12.2	0.9	4.3	11.2%	1.1%	0.6%	-6.8	1.7
O=C(COC(=O)c1c[nH]c(=O)[nH]c1=O)Nc1ccccc1Br	-4.2%	-4.7	-1.0	0.5	-9.8%	1.8%	-1.6%	20.5	0.6
CCn1c(C)nc2cc(C(=O)N/N=C(\C)c3ccccc3O)ccc21	6.3%	3.2	-13.2	2.3	-6.1%	1.2%	-0.5%	-1.7	-3.8
COc1ccc(Cl)cc1NC(=S)NCCc1c[nH]c2ccccc12	2.0%	16.5	-7.2	6.7	-0.1%	0.1%	1.9%	-18.5	-7.9
CCOc1ccc(NC(=O)COC(=O)c2ccc3c(c2)OCCO3)cc1	-5.7%	-2.1	1.2	0.5	0.3%	22.9%	-8.8%	4.1	1.9
O=C(O)C1C2CCC(C2)C1C(=O)NCCc1ccc(F)cc1 (stereo not drawn)	-2.5%	8.9	-6.7	1.4	-12.5%	0.3%	-3.7%	1.7	-2.0
CC(=O)Nc1ccc(N(C(=O)Cc2c[nH]c3ccccc23)C(C(=O)NC2CCCCC2)c2ccco2)cc1 (stereo not drawn)	-4.7%	-3.7	-9.5	2.4	-2.9%	0.6%	0.5%	-16.0	-5.0
COc1ccc2ncc3c(-c4ccccc4)nn(-c4ccc(C)c(C)c4)c3c2c1	-1.4%	4.4	·	-2.4	-0.9%	1.9%	-1.4%	-3.9	-0.7
COc1cc(-c2nc3cnccn3c2NC(C)(C)CC(C)(C)C)ccc1O	-3.0%	-5.3	2.9	1.4	-1.5%	5.2%	4.3%	12.0	-5.8
COc1cccc(-c2cc(C(F)(F)F)n3nc(C(=O)Nc4c(C)n(C)n(-c5ccccc5)c4=O)cc3n2)c1	-2.6%	-3.1	-20.0	3.9	-13.8%	0.4%	-4.3%	-3.7	-3.8
CS(=O)(=O)N(CC(=O)N1CCC(C(N)=O)CC1)c1cc(C(F)(F)F)ccc1Cl	-4.6%	10.1	4.9	2.0	2.7%	-0.5%	-1.1%	-6.0	6.2
CCN(CC)CCNC(=O)Cn1c(C)cc2ccccc2c1=O	2.1%	7.3	-4.4	1.2	-14.5%	0.7%	2.3%	·	-3.0
COC(=O)Cn1nc(-c2ccccc2)c2ccccc21	-0.8%	14.3	-2.2	11.4	-12.5%	4.6%	-6.6%	-24.7	-3.5
CCOc1ccc(NC(=O)NC(C)CC)cc1 (stereo not drawn)	1.1%	5.5	-0.8	5.5	4.2%	2.6%	-0.9%	7.2	-0.8
O=C(NCc1cccnc1)c1cc2ccccc2oc1=O	-3.7%	6.7	18.5	2.5	4.5%	1.3%	1.0%	1.6	-3.4
O=C(NCCc1ccc(Cl)cc1)C1CC(=O)N(CCc2ccccc2)C1 (stereo not drawn)	-5.4%	10.5	13.7	1.9	-15.3%	0.4%	1.3%	-1.1	-3.2
Cc1cccnc1NC(=O)CCNC(=O)c1ccc(Br)cc1	-2.2%	·	-2.5	1.9	0.7%	0.5%	-3.6%	-15.7	2.2
Cc1ccccc1CN1CCN(CC(=O)NCc2ccccc2)CC1	-1.1%	-5.3	5.6	2.4	-10.6%	5.7%	5.7%	2.5	-2.9
c1ccc(-n2cc(CNCCc3cscn3)c(-c3ccc4c(c3)OCO4)n2)cc1	-2.4%	-18.5	-30.9	6.4	-16.6%	-1.1%	2.4%	9.6	0.7
CCOC(=O)C1CCN(C(=O)c2ccc(N3CCOCC3)c([N+](=O)[O-])c2)CC1	-2.7%	1.6	1.7	0.6	7.8%	4.1%	0.3%	-11.8	-4.7
CCOC(=O)C1CCCN(c2nc3c(S(=O)(=O)c4ccc(CC)cc4)nnn3c3ccc(Cl)cc23)C1 (stereo not drawn)	-2.9%	1.7	-18.6	2.3	2.0%	6.4%	-10.3%	-0.3	-6.1
CS(=O)(=O)N1CCN(c2ccc(NC(=O)Cc3ccccc3)cc2)CC1	-0.4%	8.3	1.5	12.6	-8.2%	1.5%	-4.9%	2.7	1.8
c1ccc(CNc2ncnc3nc[nH]c23)nc1	-2.2%&-3.4%	5.6	·	1.1	0.8%	0.9%	-0.3%&1.4%	8.7	-13.2
Cc1ccc(NC(=O)Nc2ccc3nc(N4CCN(C)CC4)cc(C)c3c2)cc1F	-7.0%	-2.8	-3.2	14.5	-1.1%	0.8%	2.1%	-20.7	-6.8
COc1cc(/C=C(/C#N)c2nc(-c3cc4ccccc4oc3=O)cs2)ccc1O	·	-4.8	0.1	21.3	·	4.7%	·	-14.9	-2.5
CC(=O)N1CCN(Cc2cc(=O)n3cc(Cl)c(C)c(Cl)c3n2)CC1	-3.7%	-4.1	-0.8	2.0	1.6%	11.9%	-0.1%	-11.8	-1.8
COc1ccccc1-c1cc(C(F)(F)F)nc(S(=O)(=O)CCCC(=O)Nc2cc(Br)ccc2O)n1	0.5%	13.1	-7.5	1.2	-2.0%	0.4%	-4.7%	-3.0	1.9

The last 2 entries of the part above come first, to join the parts.
SMILES	GRP78 ERSR act	D2 potentiator	RXFP1 antagonist	D1 agonist	Vif-APOBEC3F blk	RXFP1 ag	Vif-A3G inh	D1 antag	D1 potentiator
CC(=O)N1CCN(Cc2cc(=O)n3cc(Cl)c(C)c(Cl)c3n2)CC1	-3.7%	-4.1	-0.8	2.0	1.6%	11.9%	-0.1%	-11.8	-1.8
COc1ccccc1-c1cc(C(F)(F)F)nc(S(=O)(=O)CCCC(=O)Nc2cc(Br)ccc2O)n1	0.5%	13.1	-7.5	1.2	-2.0%	0.4%	-4.7%	-3.0	1.9
COc1cc(OC)cc(C(=O)NC2CCSC2=O)c1 (stereo not drawn)	-2.4%	9.5	0.3	4.0	-0.5%	0.9%	0.5%	5.0	-1.9
COc1ccc(-c2coc3c2c(C)cc2oc(=O)c(C)c(C)c23)cc1	-1.4%	-9.1	-5.1	2.5	1.2%	0.8%	4.9%	-10.6	0.5
Cc1ccc(CC(=O)Nc2ccc(S(=O)(=O)Nc3ncccn3)cc2)cc1	-3.3%	11.5	7.7	-0.5	0.0%	-0.3%	-8.2%	-2.5	0.6
CSc1ccc(S(=O)(=O)NC(C)c2ccccc2)cc1 (stereo not drawn)	-5.1%	-13.8	18.3	-0.9	0.6%	0.1%	0.0%	-14.0	4.2
CCS(=O)(=O)N1CCC(C(=O)NCc2ccco2)CC1	-4.9%	9.1	0.5	1.7	-11.4%	-0.5%	3.2%	-13.6	1.1
COC(=O)C1CCN(C(=O)NC(C)(C)C)CC1	-2.0%	2.0	5.6	0.7	0.7%	1.2%	4.3%	10.5	-1.9
CSCCC(NC(=O)c1ccccc1Br)C(=O)NCc1ccc(F)cc1 (stereo not drawn)	-6.3%	2.9	12.3	2.0	5.3%	0.7%	-0.1%	1.3	-2.9
COc1ccc2cc(C(=O)C3CCCN(Cc4ccccn4)C3)ccc2c1 (stereo not drawn)	0.7%	-11.6	-1.4	5.2	28.2µM*	1.2%	-6.8%	-14.8	-2.9
CCCOc1ccc(/C=C2/C(=O)ON=C2C)cc1OCC	-1.9%	-1.9	-10.0	2.4	-7.1%	-0.9%	-25.9%	-10.2	-6.2
COc1ccccc1CNc1nc2ccc(C)cc2n2nnnc12	-2.1%	11.2	9.7	4.0	12.6µM*	18.5%	-2.9%	-1.8	-0.8
O=C(Cn1nc(C(F)(F)F)c2c1CCCC2)Nc1ccc2c(c1)OCO2	-4.0%	31.8*	-3.4	5.8	-4.6%	2.6%	2.6%	-5.0	-0.2
COC(=O)c1ccc(CCc2cc(O)c(Br)cc2O)cc1	-9.7%	·	-96.5*	·	-29.3%	·	?	·	·
CCS(=O)(=O)N1CCC(C(=O)NCc2cc(OC)ccc2OC)CC1	-2.7%	3.9	2.7	1.1	-2.7%	0.1%	-1.2%	16.5	-4.6
Cc1ccnc(SCC(=O)Nc2sc3c(c2C#N)CCCC3)n1	-5.0%	-3.9	-26.7	16.4	·	3.8%	-3.5%	-32.8*	-7.0
Cc1nc(Nc2cccc(C(C)O)c2)c2nnn(Cc3ccccc3F)c2n1 (stereo not drawn)	-1.8%	15.4	-9.0	1.6	-2.9%	-0.7%	-3.9%	7.7	2.4
CCCCCC(=O)Nc1c(-c2cccs2)c(=O)c2ccccc2n1C	-2.9%	-5.0	7.0	0.8	-0.4%	0.5%	-1.5%	4.0	3.0
O=C(CSc1nc(-c2ccccc2)cs1)Nc1nccs1	-4.2%	-7.6	-19.6	1.0	-11.4%	-1.2%	-3.8%	-15.1	4.5
CCN(CC)S(=O)(=O)c1cccc(C(=O)OCC(=O)N2CC(=O)Nc3ccccc32)c1	0.9%	5.5	-9.6	0.8	0.4%	2.3%	0.5%	5.1	-0.9

Compound profiles, from the list above. Screens in order: GRP78 ERSR act, D2 potentiator, RXFP1 antagonist, D1 agonist, Vif-APOBEC3F blk, RXFP1 ag, Vif-A3G inh, D1 antag, D1 potentiator
`Cc1ccc(CC(=O)Nc2ccc(S(=O)(=O)Nc3ncccn3)cc2)cc1` in the list: -3.3%, 11.5, 7.7, -0.5, 0.0%, -0.3%, -8.2%, -2.5, 0.6
`COc1ccc(-c2coc3c2c(C)cc2oc(=O)c(C)c(C)c23)cc1` in the list: -1.4%, -9.1, -5.1, 2.5, 1.2%, 0.8%, 4.9%, -10.6, 0.5
`Cc1nc(Nc2cccc(C(C)O)c2)c2nnn(Cc3ccccc3F)c2n1` (stereo not drawn) in the list: -1.8%, 15.4, -9.0, 1.6, -2.9%, -0.7%, -3.9%, 7.7, 2.4
`CSc1ccc(S(=O)(=O)NC(C)c2ccccc2)cc1` (stereo not drawn) in the list: -5.1%, -13.8, 18.3, -0.9, 0.6%, 0.1%, 0.0%, -14.0, 4.2
